NR2F2 inh – blocks human COUP-TFII nuclear receptor; P24468; HEK293T NGFI-A luciferase reporter, luminescence; inhibition, % at 8.6 µM; 370,000 tested, 0.7% active; AID 686940;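 active = inhibition above a per-plate cutoff, mean inhibition of test wells between control levels plus 3 SD, cut at about 38% in these data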;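 also: cells cotransfected with COUP-TFII expression vector driving the NGFI-A reporter; 0% = median of COUP-TF2 test wells and 100% = reporter-only cells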
Shn3 3UTR inh – Schnurri-3 reporter inhibition in Clone20 osteoblasts; Clone20 osteoblast Shn3 3'UTR firefly luciferase, 24 h; inhibition, % at 12.5 µM; 360,000 tested, 0.52% active;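 active = mean inhibition of at least 75% with every replicate also reaching 75%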;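 also: 0% = median of neutral control wells and 100% = pilot-screen positive control compound; some compounds past the cut are filed as inactive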
TRAIL sens C8 – sensitizes caspase-8 expressing cells to TRAIL; NB7+C8 cells + TRAIL, ATPlite viability luminescence; inhibition (viability loss, TRAIL sensitization), % at 10 µM; 360,000 tested, 1% active; AID 624354;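 active = compounds causing at least 50% loss of cell viability in the single-dose screen, relative to plate controls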
NCOA1 inh – inhibitors of human steroid receptor coactivator 1 (SRC1) | Q15788 | HEK293 GAL4-SRC1 luciferase reporter, luminescence | inhibition, % at 3.6 µM | 360,000 tested, 0.12% active | AID 588354;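 active = inhibition above the campaign mean plus 3 SD, with each screening campaign given its own cutoff, cut at about 60% in these data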;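 also: 0% = DMSO treated cells and 100% = gossypol at 36 µM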
EBV LMP1 NFkB – Epstein-Barr LMP1 NF-kappaB reporter inhibition. LMP1-induced NF-kappaB luciferase reporter cells, luminescence. inhibition, % at 12.5 µM. 350,000 tested, 0.69% active; in the data active = inhibition above about 41%;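 also: 0% = neutral control wells and 100% = reference inhibitor control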
TROY NFkB inh – TROY signaling inhibition; inhibition, % at 10 µM; 360,000 tested, 0.98% active; Q293 LMP1-TROYcd NF-kB luciferase reporter, 4 h;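 active = compounds whose plate-normalised and pattern-corrected inhibition of the luciferase reporter signal at the single screening dose is 50% or more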
SRC3 inh – inhibits human SRC3 coactivator | Q9Y6Q9 | HEK293 GAL4-SRC3 luciferase reporter, luminescence | inhibition, % at 3.6 µM | 360,000 tested, 0.17% active | AID 588352;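 active = inhibition above a per-campaign cutoff, the mean of all compounds plus 3 SD, cut at about 60% in these data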;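 also: 0% = DMSO-treated cells and 100% = gossypol-treated cells at 36 µM; higher means less SRC3-driven luciferase light from the GAL4 reporter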
CF NFkB block – cystic fibrosis NF-kB activation inhibition; KKLEB NF-kB-GFP reporter, PAF-induced, GFP fluorescence overnight; inhibition, % at 5 µM; 360,000 tested, 0.86% active; AID 588850;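 active = at least 50% inhibition at 5 µM, scaled per plate between neutral and stimulator controls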;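 also: PAF is a Pseudomonas aeruginosa culture filtrate used as stimulus; plate controls were PAF-stimulated DMSO wells for no effect and unstimulated DMSO wells for full effect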
NR5A2 inv ag – inverse agonists of human LRH-1 (NR5A2) | O00482 | HEK293T StAR-luciferase reporter, LRH-1 transfected, 24 h | AID 602396 | 360,000 tested, 0.13% active | inhibition, % at 3.6 µM;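 active = inhibition above the mean inhibition of all tested compounds plus 3 SD, cut at about 73% in these data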;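 also: 0% = DMSO wells and 100% = reporter-only cells lacking LRH-1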
TWEAK Fn14 block – TWEAK-Fn14 signaling inhibition; TWEAK-stimulated Fn14 reporter cells, luciferase luminescence, 8 h; inhibition, % at 10 µM; 360,000 tested, 2% active; AID 1159606; in the data active = inhibition above about 50%
KKLEB cytotox – CF airway cell cytotoxicity counter-screen. activity change (cytotoxicity), % at 5 µM. AID 602141. KKLEB CF airway cells viability, ATPlite luminescence, overnight; stronger effect = lower value; cells stimulated with P. aeruginosa culture filtrate. 360,000 tested, 0.36% active;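 active = corrected activity change at or below -50% at 5 µM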
Starred values were filed as active, the others as inactive; x = not tested or not shown.

SMILES | NR2F2 inh | Shn3 3UTR inh | TRAIL sens C8 | NCOA1 inh | EBV LMP1 NFkB | TROY NFkB inh | SRC3 inh | CF NFkB block | NR5A2 inv ag | TWEAK Fn14 block | KKLEB cytotox
Cc1ccc(S(=O)(=O)N2CCN(CCc3ccccc3)CC2)c(C)c1 | 17 | 5 | 0 | -14 | 12 | -2 | 4 | 0 | -7 | 3 | -5
O=C(Cc1ccccc1)NN1CCCCC1 | -4 | 1 | 2 | 1 | -4 | -10 | -23 | -17 | -5 | 20 | 4
COc1ccc(NC(=O)CSc2nnc(Cn3cnc4ccccc43)o2)cc1 | 0 | -1 | 0 | 1 | 7 | 12 | 14 | 6 | -2 | 11 | -10
Cc1ccc(COC(=O)Cc2coc3cc(O)ccc23)cc1 | 11 | -19 | -1 | 2 | -4 | -2 | 12 | 8 | 3 | 38 | 9
COc1ccc(CNC(=O)CCCn2nc(C)c([N+](=O)[O-])c2C)cc1OC | 6 | 12 | -1 | -18 | 4 | 23 | 1 | -3 | 1 | 5 | 0
Cc1ccccc1NC(=O)C(=O)NNC(=O)COc1ccc2ccccc2c1 | 8 | 6 | 0 | -1 | 0 | -15 | 3 | -5 | 18 | 7 | 5
CC(=O)Nc1ccc(CN2CCCN(C)CC2)cc1 | -9 | 3 | -11 | -151 | 3 | 23 | 3 | 15 | -1 | 1 | -1
CCOC(=O)[C@H](CCc1ccccc1)N[C@@H](C)C(=O)N1[C@H](C(=O)O)C[C@@H]2CCC[C@@H]21 | -14 | -3 | -1 | 6 | 8 | -9 | 1 | 1 | -6 | 11 | 3
O=C1NC[C@@H](CCCCN2CCN(Cc3ccccc3)C(=O)C2=O)N(CCC2CCCCC2)C1=O | 6 | x | -6 | x | x | 0 | x | x | -3 | 8 | x
Cc1cccc(N2CCN(C(=O)CCC(=O)N3CC(C)Oc4ccc(C)cc43)CC2C)c1 (stereo not drawn) | 13 | 9 | 7 | -24 | -9 | 20 | 8 | 4 | 20 | 22 | 0
Cc1ccc(N(CCC#N)C(=O)COC(=O)c2cc(C)no2)cc1 | 12 | -7 | -20 | -2 | 2 | 3 | -10 | 14 | 7 | 7 | 1
CNC(=S)NNC(=O)c1ccc2c(c1)OCO2 | -19 | -33 | 2 | -3 | -3 | 1 | -13 | -3 | 0 | -25 | -6
Cc1ccc(NC(=O)CSCC(=O)OCc2cc(=O)oc3cc(O)ccc23)c(C)c1 | 11 | -19 | -13 | -22 | -3 | 7 | 9 | 11 | 26 | -20 | 0
Cc1cc(S(=O)(=O)n2cnc3cc([N+](=O)[O-])ccc32)ccc1Cl | 13 | -43 | 8 | 3 | -6 | 7 | -10 | 7 | -7 | -2 | -2
Cc1noc(C)c1S(=O)(=O)NC(=O)C1(C)CCN1C(=O)c1ccccc1CCc1ccccc1 (stereo not drawn) | 3 | -16 | -16 | 7 | x | 9 | -8 | 8 | 14 | 16 | 0
Cc1cc(=O)[nH]c(SCC(=O)NCCC2=CCCCC2)n1 | -2 | 15 | -4 | -17 | 3 | -9 | 11 | 2 | 1 | 10 | 3
COCCN(C)Cc1nc(C(c2ccccc2)c2ccccc2)no1 | -11 | -4 | -2 | -20 | 0 | -13 | -3 | -35 | -6 | -7 | -1
O=C1Nc2ccc(S(=O)(=O)N3CCCCCC3)c3cccc1c23 | -4 | 5 | 13 | -3 | 5 | -1 | -10 | -25 | 16 | 8 | -6
O=C(c1ccccc1)c1cccs1 | 1 | -57 | -6 | 3 | -3 | 9 | -3 | 2 | -5 | -4 | -6
NC(=O)c1ccc(NC(=O)c2ccccc2S(=O)(=O)c2ccccc2[N+](=O)[O-])cc1 | -10 | 9 | 0 | -17 | 7 | 4 | 10 | -7 | -11 | 12 | 0
Cc1cc2c(cc1S(=O)(=O)N1CCN(c3ccccc3)CC1)OCCN2C | -2 | 12 | -1 | -8 | 5 | 1 | 13 | 14 | 9 | -8 | -2
O=C1NC[C@@H](CCCCN2C[C@H](Cc3ccccc3)N(Cc3ccccc3)C(=O)C2=O)N(CCc2ccccc2)C1=O | 2 | x | -8 | x | x | -5 | x | x | 11 | -2 | x
Oc1c(Br)cc(C2N=C(c3ccccc3)NO2)cc1Br (stereo not drawn) | -42 | -50 | -11 | -65 | 0 | 36 | -37 | -2 | -52 | -16 | 0
COc1ccc([C@@H]2CC=C(C(=O)O)[C@H](c3ccc(Br)cc3)N2S(=O)(=O)c2ccc(C)cc2)cc1OC | 19 | -8 | 1 | 8 | -5 | 2 | 8 | -8 | -12 | -2 | 17
COc1ccc(Nc2nc(N)nc(SCc3nnc(C)s3)n2)cc1 | -37 | -32 | -3 | -54 | -2 | -62 | -43 | 14 | -41 | -3 | -5

New compounds follow:
SMILES | NR2F2 inh | Shn3 3UTR inh | TRAIL sens C8 | NCOA1 inh | EBV LMP1 NFkB | TROY NFkB inh | SRC3 inh | CF NFkB block | NR5A2 inv ag | TWEAK Fn14 block | KKLEB cytotox
CCOC(=O)c1c(/N=C/N(C)C)sc2c1CCC2 | 0 | 29 | 0 | 0 | -1 | 0 | 5 | -5 | -3 | -4 | 6
CC(C)c1nnc(N2C(=O)c3oc4ccccc4c(=O)c3C2c2ccco2)s1 (stereo not drawn) | -13 | -5 | -6 | -16 | 0 | 14 | 6 | 3 | -1 | 18 | 4
CCC(CNC(=O)c1c(C)nn(-c2ccccc2)c1Cl)c1ccccc1 (stereo not drawn) | 18 | 7 | 9 | -7 | -5 | 9 | 4 | 10 | -5 | -17 | -14
Brc1ccccc1CN1CCC(N2CCCCC2)CC1 | -1 | -6 | -7 | 16 | -6 | 5 | 26 | 3 | 3 | 10 | -4
CCC(C)NC(=O)c1cc2cc3ccc(OC)cc3nc2s1 (stereo not drawn) | -46 | -34 | 47 | -136 | -24 | -18 | -132 | -5 | -154 | 51* | 10
COc1ccc(CCN2CC(C(=O)NCc3nc4ccccc4n3C)CCC2=O)cc1 (stereo not drawn) | -13 | 8 | 9 | -12 | -4 | -13 | 15 | 14 | 18 | -6 | 6
Cc1cc(C)nc(N(C#N)Cc2ccccc2C)n1 | -4 | -9 | -7 | 9 | -12 | 24 | 7 | -8 | 3 | -5 | 8
Cc1cc(NC(=O)CSc2cn(C)c3ccccc23)no1 | 19 | -1 | 7 | 7 | 0 | 0 | 14 | -14 | 6 | 24 | 2
Cc1cc(NC(=O)c2ccc(-c3ccc(F)c(Cl)c3)o2)no1 | -2 | -7 | -7 | -19 | 0 | -23 | -9 | -28 | -62 | -49 | -12
CCN(CC)S(=O)(=O)c1ccc(C(=O)Nc2cc(S(=O)(=O)N3CCOCC3)ccc2N2CCN(C)CC2)cc1 | -4 | -10 | -15 | -4 | 9 | -5 | -4 | 4 | 6 | 16 | -2
CCOC(=O)CN1C(=O)CSc2ccc(S(=O)(=O)N3CCOCC3)cc21 | -5 | -5 | -3 | 0 | -1 | 4 | 18 | 9 | 1 | 26 | -14
O=C(CSc1n[nH]c(-c2ccccc2Cl)n1)NCc1cccc(C(=O)O)c1 | -1 | 3 | -2 | -41 | 4 | -7 | 11 | 15 | 9 | -5 | 2
CC(C)(C)N(NC(=O)OCc1ccccc1)C(=O)c1ccccc1 | 5 | 1 | 3 | -2 | -9 | 0 | -5 | -4 | 4 | 5 | 12
Cc1ccc(C(=O)Cc2nc3ccccc3[nH]2)cc1 | -8 | -100 | 9 | -74 | 3 | -39 | -46 | -1 | -95 | 5 | -13
O=C(CCS(=O)(=O)c1ccccc1)N1CCN(c2ccccc2F)CC1 | -50 | -66 | 12 | -112 | 3 | -16 | -67 | 3 | -107 | 10 | 4
CC(=O)Nc1ccc(N=C(C2=C(O)c3ccccc3C2=O)c2ccccc2)cc1 | -22 | -1 | -2 | 11 | -10 | -36 | 30 | 19 | -18 | -12 | 2
CCOc1ccc(N2C(=O)CC(Cc3ccc(Br)cc3)C2=O)cc1 (stereo not drawn) | 13 | 4 | -1 | 7 | 0 | -6 | -2 | -6 | 0 | -11 | 1
Cc1cccc(C)c1OCC(=O)N1CC2(C)CC1CC(C)(C)C2 (stereo not drawn) | -3 | 10 | -2 | 0 | 3 | 4 | 15 | -1 | -5 | -4 | 8
O=C(c1cccc(Br)c1)c1cn(-c2ccccc2)nc1C(=O)c1ccccc1 | 5 | 41 | -1 | 9 | 7 | 14 | 16 | 5 | -2 | 12 | -10
Cc1occc1-c1nnc(SCC(=O)c2cc3ccccc3oc2=O)o1 | 2 | -16 | 8 | -13 | -1 | -7 | -8 | -6 | -3 | -12 | 1
COc1cc(NC(=O)c2ccc(COc3ccccc3Br)o2)cc(OC)c1OC | 3 | 19 | -1 | 4 | 7 | 15 | 22 | -30 | 9 | 26 | 1
CCOC(=O)C1CCN(C(=O)/C=C/c2ccccc2)CC1 | -22 | -44 | -1 | -138 | -15 | -51 | -77 | -10 | -121 | -17 | -1
COc1ccccc1NC(=O)Cc1nnc(SCC(=O)Nc2nccs2)n1C | 4 | 3 | -6 | -12 | 2 | -25 | -2 | -13 | -4 | 11 | 7
O=C(/C=C/Nc1ccc(F)cc1)c1ccc(Br)cc1 | -53 | -74 | 25 | -176 | -39 | -24 | -72 | -58 | -188 | 4 | 8
CC(C)(COC(=O)c1ccccc1)N1CC2CCC(C1)O2 | -13 | 28 | -13 | -37 | -2 | -57 | -67 | -10 | -61 | -12 | -4

Additional results follow:
SMILES | NR2F2 inh | Shn3 3UTR inh | TRAIL sens C8 | NCOA1 inh | EBV LMP1 NFkB | TROY NFkB inh | SRC3 inh | CF NFkB block | NR5A2 inv ag | TWEAK Fn14 block | KKLEB cytotox
CCOC(=O)Cc1cn(C(=O)OC(C)(C)C)c2ccccc12 | -2 | 4 | -3 | -16 | 6 | -34 | 1 | 2 | -25 | -10 | 4
Cc1sc2ccccc2[n+]1CC(=O)c1ccccc1 | x | -1 | -3 | -23 | -6 | -13 | -11 | -26 | -1 | -11 | -4
Cc1cccc(-c2cnc(C(O)c3ccc4ccccc4c3)[nH]2)c1 (stereo not drawn) | -6 | -1 | -9 | -7 | x | 3 | 6 | 5 | -36 | 3 | 0
CCc1ccc(C(=O)NNc2ccc(S(N)(=O)=O)cc2)cc1 | 17 | -10 | -9 | -5 | -1 | -29 | 6 | -7 | 2 | 5 | 6
Cc1ccc(S(=O)(=O)NCCC(=O)NNC(=O)COc2ccc(Br)cc2)cc1C | 2 | -7 | 6 | -6 | 2 | 1 | 10 | -10 | 18 | 13 | -12
CC(=O)Nc1ccc(NC(=O)CSc2ccccn2)cc1 | -1 | -10 | 2 | 15 | 1 | -12 | 19 | -2 | 3 | -3 | -6
C(=Cc1c[nH]c2ccccc12)c1nccc2ccccc12 | -40 | -2 | 73* | -101 | -31 | 65* | -60 | -249 | -116 | 89* | -55*
Cc1noc(C)c1C(=O)OC(C)C(=O)N1CCc2ccccc21 (stereo not drawn) | -6 | 6 | -31 | -2 | -4 | 13 | 6 | 0 | 18 | -41 | -2
Cn1nc(C(C)(C)C)cc1C(=O)N1CCCCC1c1cc(C(=O)N2CCOCC2)no1 (stereo not drawn) | 2 | 15 | -1 | -29 | x | -6 | -19 | 5 | -10 | 2 | 13
O=C(Nc1cccc(NC(=O)c2ccc([N+](=O)[O-])o2)c1)c1ccco1 | 16 | 8 | -11 | -23 | -21 | 7 | 18 | 43 | 62 | 23 | -8

High-throughput results deposited in PubChem BioAssay by several laboratories.

This is a subset; the hit share may differ from the screen's.
